All columns: NCI-60 one-dose screen, growth in % after 48 h at 10 µM unless noted; 100 = growth as untreated, 0 = no growth, -100 = all killed.
HL-60(TB) – HL-60(TB) leukemia cells; actives 9% (n = 78,000); active = growth percent below 10
Active calls of the source: *; & = joins results of further samples; [ ] = another dose, or the depositor's remark.

Molecule,HL-60(TB)
Cc1oc2ncnc(Nc3ccccc3)c2c1C(=O)NCCO,65
CCn1c(Sc2nnc(NC(=O)CSC(=S)N3CCCC3)s2)nc2c1c(=O)n(C)c(=O)n2C,96
Cn1c(=O)c2c(nc(NC3=NS(=O)(=O)c4ccccc43)n2Cc2ccc(F)cc2)n(C)c1=O,104
N#CC(c1ccccc1)[N+](=O)[O-] (stereo unspecified),99
COc1ccc(/C=C2/SC(N3CCN(c4ccc(C)c(Cl)c4)CC3)=NC2=O)cc1OC,106
Cc1ccc(C(=O)/C(=C/c2ccc([N+](=O)[O-])cc2)S(=O)Cc2ccccc2)cc1 (stereo unspecified),37
CS(=O)(=O)c1nccc2ccccc12,74
CN1C(=O)/C(=C2\SC(=Nc3ccccc3)N(Nc3ccccc3)C2=O)c2ccccc21,108
c1ccc2[nH]c(-c3nonc3-n3cccc3)nc2c1,140
COc1ccc(NC(=O)Oc2ccc(C#N)cc2)cc1,101
CCCOC(=O)N1CCCCC1C (stereo unspecified),87
Cn1c(=O)c2nc3n(c2n(C)c1=O)C(=N)C(C(=O)c1ccc(Cl)cc1)N=N3 (stereo unspecified),110
c1ccc(CCC2CCCCN2)nc1 (stereo unspecified),84
C#CCC1(c2ccccc2)NS(=O)(=O)c2ccccc21 (stereo unspecified),96
CN1CCn2c(c(Sc3ccc(C(=O)NO)cc3)c3ccccc32)C1=O,-1.4*

A run of entries taken from the entries so far:
Molecule,HL-60(TB)
c1ccc(CCC2CCCCN2)nc1 (stereo unspecified),84
C#CCC1(c2ccccc2)NS(=O)(=O)c2ccccc21 (stereo unspecified),96
CN1CCn2c(c(Sc3ccc(C(=O)NO)cc3)c3ccccc32)C1=O,-1.4*

The list goes on:
Molecule,HL-60(TB)
CCCCSc1ncnc2[nH]ncc12,85
CC1CCCC(C)(C)C1NCCOC(=O)c1ccc(N)cc1 (stereo unspecified),87
COc1cc2nc(Cl)nc(Nc3cccc(C4=Nc5c(N)nc(N)nc5NC(c5ccccc5)C4)c3)c2cc1OC (stereo unspecified),66
CCCCCCCCC(C(=O)OCC)C(=O)OCC,103
CCOC(=O)C1CC2C=CC1C2 (stereo unspecified),97
O=C(c1ccc2ccccc2c1)c1cccc(F)c1C(=O)O (tested in a mixture with another compound),93
Cc1cccc(-c2nc(Nc3cccc(S(N)(=O)=O)c3)c3ccccc3n2)c1,45
O=C(Nc1ccccc1)Nc1ncccc1OCc1ccccc1,94
COc1c2ccccc2c(OC)c2[nH]c(=O)ccc12,71
Nc1nc(N)c2cc(C=O)ccc2n1,101
O=c1[nH]c2c(cc1S(=O)(=O)c1ccccc1)CCc1[nH]ncc1-2,102
COc1cccc2c1C(=O)c1c(O)c3c(c(O)c1C2=O)C[C@@](O)(C(C)=O)C[C@@H]3OC1CC(N)C(O)C(C)O1 (stereo partly specified),-63*
O=C1C=C(S(=O)(=O)O)C(=O)c2ccccc21,102
CC(=O)c1c(O)c2ccccc2oc1=O,109
CC1CC(=O)Oc2cc(O)c(O)cc21 (stereo unspecified),96
c1ccc(N=C2CCCCC2)cc1,99
Cc1nc2ccccc2c(Oc2ccccc2)c1-c1ccccc1,55
O=C(Nc1ccc(-c2ccnc(Nc3ccc(N4CCOCC4)cc3)n2)cc1)[C@@H]1CCCN1,40
Fc1ccccc1N=C=S,99
O=c1c2cccnc2n(-c2ccc(Cl)cc2)c(=O)n1-c1nc2ccc(F)cc2s1,102
Nc1c(C2=NCCN2)c(-c2ccccc2)c(-c2ccccc2)n1C1CCCCC1,99
N#Cc1c(-c2ccc(Cl)cc2)nc(N=Nc2c(O)[nH]c3ccccc23)nc1N1CCOCC1,99
N#CCSc1nc(N)nc2nc[nH]c12,93
C#Cc1cccc(NC(=O)Nc2cccc(N=C=S)c2)c1,99[8.25 µM]
O=C(C[Si](CC(=O)c1cccc(C(F)(F)F)c1)CC(=O)c1cccc(C(F)(F)F)c1)c1cccc(C(F)(F)F)c1,-41*
COc1ccc(C2CC(c3ccc(OC)cc3OC)=NN2C(=O)c2ccc(S(C)(=O)=O)cc2)cc1 (stereo unspecified),49
C#CCOc1ccc(/C=N/Nc2nc(-c3ccccc3)cs2)cc1OCC#C,89
CS(=O)(=O)Nc1cc(-c2ccc3ncnc(Nc4c(Cl)ccc5c4OCO5)c3c2)cnc1Cl,-4.0*
Nc1cc(-c2ccc(Cl)cc2)nn1-c1nc(-c2ccc(Cl)c(Cl)c2)cs1,97
CCC(=O)c1cc2c(cc1C)C(C)(C)CCC2(C)C,104
COc1ccc(/C=C/c2nc(Nc3ccc(S(=O)(=O)Nc4ncccn4)cc3)c3ccccc3n2)cc1,86
CC12CCC3C(CC=C4CC(O)CCC43C)C1CC(O)C2 (stereo unspecified),106
COc1cc(/C=C/C(=O)c2c(-c3ccc(Cl)cc3)nc3sc(C)nn23)cc(OC)c1OC,51
Cc1nn(-c2ccccc2)c(N2CCOCC2)c1/C=C/C(=O)c1ccc(Cl)cc1,90
CC(C)C1(NC(=O)C2CC3c4cccc5[nH]cc(c45)CC3N(C)C2)OC2(O)C3CCCN3C(=O)C(Cc3ccccc3)N2C1=O (stereo unspecified),74
Cc1ccc(S(=O)(=O)NCCCCc2ccccc2)cc1,99
CCCCCCOP(=O)(OCCCCCC)C(CCCCCC)C(=O)OCCCC (stereo unspecified),87
CCOC(OCC)N(C)C,103
NS(=O)(=O)Oc1ccc(-c2cn3ccsc3n2)cc1,98
Cc1c(C(=O)NC(Cc2ccccc2)C(O)C(=O)NCc2ccccc2)[nH]c2ccccc2c1=O (stereo unspecified),94
Cn1c(-c2ccccc2)c(C(C[N+](=O)[O-])c2ccccc2)c2ccccc21 (stereo unspecified),99[7 µM]
Cn1c(SCC(=O)NNc2ncnc3ccccc23)nc(-c2ccccc2)c(C#N)c1=O,94
CC(=O)c1ccc(-n2ccc(C(F)(F)F)n2)c(F)c1,99
N#Cc1c2ncccc2c2nnc3cc(Cl)c(Cl)cc3n12,80
Cc1ccc(C(=O)c2ccc(CC(=O)NNC(=O)Nc3c(C)cccc3Cl)n2C)cc1,103
COc1ccc2cc([C@H](C)C(=O)N/N=C/c3ccc(F)cc3)ccc2c1,95
CCCNC(=O)CC1CCN(C(=O)C2CC3CCC(OC)CC3N2)CC1 (stereo unspecified),121
CCCCCCCCCCCC1=NC(CO)(CO)CO1,98
O=c1c2c(nc3cc(-c4ccccc4)[nH]n13)CSC2,90
C1=CCC2CN(CCCN3CCOCC3)CC2C1 (stereo unspecified),90
CCCCSc1ncc(C)c(N(C)C)n1,81
COc1ccc(-n2c(-c3cc4ccccc4nc3Cl)noc2=O)cc1,106
Cc1ccc(C2OCC(C)([N+](=O)[O-])CO2)cc1 (stereo unspecified),91
NC(C(=O)O)c1ccc(CBr)cc1 (stereo unspecified),105
O=c1[nH]c(=O)c2c([nH]1)sc1cc(O)ccc12,111
CC1(C)Oc2cc3oc(=O)ccc3cc2C[C@@H]1OCCOS(=O)(=O)c1ccc(C#N)cc1,100
CCCCCCCCCCCCCCCCCCOc1cccc(CC(=O)NCC[N+]2(C)CCCCC2)c1,98
COc1ccc(N=Nc2ccc(OC)cc2)cc1,49
CCC(CC)(C(=O)Nc1ccccc1O)C(=O)Nc1ccccc1O,88
C/C=C/Cc1ccccc1O,94

13 entries out of the list, ordered by SMILES length, lowest first:
Molecule,HL-60(TB)
C/C=C/Cc1ccccc1O,94
CCCCSc1ncc(C)c(N(C)C)n1,81
CCCCCCCCCCCC1=NC(CO)(CO)CO1,98
Cc1ccc(C2OCC(C)([N+](=O)[O-])CO2)cc1 (stereo unspecified),91
CC(=O)c1ccc(-n2ccc(C(F)(F)F)n2)c(F)c1,99
CCC(CC)(C(=O)Nc1ccccc1O)C(=O)Nc1ccccc1O,88
COc1ccc(-n2c(-c3cc4ccccc4nc3Cl)noc2=O)cc1,106
CCCNC(=O)CC1CCN(C(=O)C2CC3CCC(OC)CC3N2)CC1 (stereo unspecified),121
COc1ccc2cc([C@H](C)C(=O)N/N=C/c3ccc(F)cc3)ccc2c1,95
Cn1c(-c2ccccc2)c(C(C[N+](=O)[O-])c2ccccc2)c2ccccc21 (stereo unspecified),99[7 µM]
Cn1c(SCC(=O)NNc2ncnc3ccccc23)nc(-c2ccccc2)c(C#N)c1=O,94
Cc1ccc(C(=O)c2ccc(CC(=O)NNC(=O)Nc3c(C)cccc3Cl)n2C)cc1,103
CC1(C)Oc2cc3oc(=O)ccc3cc2C[C@@H]1OCCOS(=O)(=O)c1ccc(C#N)cc1,100

Later entries
smiles	HL-60(TB)
Nc1ccccc1NC(=O)c1ccc(NC(=O)C/C=C/c2cccnc2)cc1	13
CN1CCC(NS(=O)(=O)c2ccc(NC(=O)CN(c3ccc(F)cc3)S(=O)(=O)c3ccc(Cl)cc3)cc2)CC1	82
CCCCC1SC2=NCCCN2C1(O)c1ccc(Cl)cc1 (stereo unspecified)	96
Oc1c2c3c4c5c1N=CC=5CC[N+]=4C1(O)CCC3(CCN2)CC1	104
O=C(C[n+]1ccc2ccccc2c1)c1ccc(Br)cc1	86
CC(=Nc1ccccc1)C1=C(O)C(Cc2ccccc2)NC1=O (stereo unspecified)	-52*
N#CC1=C(N)Oc2c(ccc3ccccc23)C1c1ccccc1[N+](=O)[O-] (stereo unspecified)	98
COc1ncnc2c1cnn2C	114
C/C(=C(\c1ccc(OCCN2CCOCC2)cc1)c1ccc(OC(=O)C2CCCCC2)cc1)c1ccc(Cl)cc1	96
CNC(=O)c1cc(-n2ccc3cc(NC(=O)c4cccc(C(F)(F)F)c4)ccc32)ccn1	92
C#CC(O)c1ccccc1 (stereo unspecified)	108
CCCN(CCC)CC(O)c1cc2c(c3ccccc13)CCCC2 (stereo unspecified)	71
COC(=O)c1ccccc1C(=O)O	101
COc1ccc(NC(=O)Nc2nc3ccc(OC(F)(F)F)cc3s2)cc1	84
Nc1nc2c(s1)C(c1cccnc1)CC(=O)N2 (stereo unspecified)	91
C/C(NCCc1ccc(O)cc1)=C1\CCOC1=O	80
C[P+](C)(c1ccccc1)c1ccccc1	99
Cn1c(=S)c2[nH]c(SCCCC(=O)c3ccc(F)cc3)nc2n(C)c1=O	81
Cc1ccc(Nc2nc(NCCO)c3ccccc3n2)cc1C	-10*
CCOCCc1cccc(C)n1	104
C1CNC(C2=NCCN2)=N1	109
O=C1NC(c2ccc(Cl)c(Cl)c2)=C/C1=C\c1ccccc1	94
CCCCN1CCN(c2ccc3nc(-c4ccc5nc(-c6ccc(OC)c(OC)c6)[nH]c5c4)[nH]c3c2)CC1	-25*
O=C(N/N=C/c1ccc(N2CCCCC2)cc1)c1cnc2n(c1=O)CCCCC2	105
Cn1nc(Nc2ccccc2)c(C(=O)NN)c1N	105
Nc1cccc2c([N+](=O)[O-])cccc12	58
O=C(NC(=O)C1CC(=O)N(C(=O)Nc2ccc(Cl)c(Cl)c2)C1)Nc1ccc(Cl)c(Cl)c1 (stereo unspecified)	89
O=C(O)c1cccc(-c2ccccc2)c1O	108
CCC12OC(COc3ccccc3)CN1CCN2c1ccccc1 (stereo unspecified)	95[100 µM]
C=C(C)[C@@H]1CC=C2c3sc(-c4cccc(O)c4)nc3C[C@@H](C)[C@]2(C)C1	95
O=C(NO)c1ccncc1	126&91
CCOC(=O)c1ccc(N=Cc2sc(=S)[nH]c2O)cc1	104
OC(CNc1ncccn1)(c1ccccc1)c1ccccc1	108
CN(C)c1ccc(Cc2cc(-c3ccccc3)nn(Cc3ccccc3)c2=O)cc1	104
CC(=O)O[C@@H]1C[C@]2(C(C)C)O[C@@]1(C)[C@@H]1CCC(C)=C1[C@@H]2OC(=O)/C=C/c1ccccc1	79
COc1ccc(-c2nnc3ccc(-n4nc(C)cc4C)nn23)cc1	103
O=C1/C(=C/c2cccc([N+](=O)[O-])c2)COc2ccc(O)c(O)c21	-19*
CC/C=C\C[C@H]1C/C=C2/C(=O)C=C[C@]2(C)C/C=C\CCCC(=O)O1	71
COCCn1cc(-c2csc(-c3c[nH]c4ccc(Br)cc34)n2)c2cccnc21	21
Cc1nc(-c2ccccc2)n2nc(-c3ccccc3)cc2n1	99
O=c1c2cc(F)ccc2sc2c(NCCO)nc3ccccc3c12	92
CCCCCCCCCCCCCCCCCC(=O)NCc1cc(OC)c(OC)c(OC)c1	100
COc1cc2c(cc1N)-c1ccc(N)cc1C2	106
CCCCCN(CCCCC)C(C)C(O)c1ccc(Cl)cc1 (stereo unspecified)	101
CCCCCCCCNc1ncnc2c1ncn2Cc1nnc2c3ccccc3c(Cl)nn12	29
CCCCCCCCCCC(C)O (stereo unspecified)	99
COc1ccc(/C=N/NC(=O)COCC(=O)N/N=C/c2ccc(OC)cc2)cc1	102
CCN(CC)Cc1cc(N)ccc1O	93
CCCCCCCCCCCOc1ccc(/C=C/C(=O)c2ccc(OC)cc2)cc1	82
CC(=O)c1ccc(-c2ccccc2-c2ccccc2)cc1	99

(next part)
smiles	HL-60(TB)
CSc1ncc(Br)c(SCc2ccc(Cl)cc2Cl)n1	100
C=C(C)[C@@H]1CC[C@@]23O[C@@H]2C(=O)C[C@@H](C)[C@]3(C)C1	98
C/C1=C\[C@H](O)C[C@](C)(O)/C=C/[C@H](C(C)C)CC[C@]2(C)O[C@H]2CC1	129
N#Cc1cnc2cc(OC[C@@H](O)CO)c(NC(=O)CC3CSSC3)cc2c1Nc1ccc(OCc2cccc(F)c2)c(Cl)c1	-56*
NC(=S)NN=C1CCCCCCCCCC1	100
Cn1c(=O)c2c(ncn2CCC(=O)Nc2ccc(S(=O)(=O)Nc3ncccn3)cc2)n(C)c1=O	110
CCc1cccc(C)c1NC(=O)CCC(=O)OC	121
O=C(CSc1nccc(Nc2ccc(S(=O)(=O)Nc3nccs3)cc2)n1)c1ccc(Cl)cc1	105
OCCNc1nc(NCCO)nc(Nc2ccc(C3=NN(c4ccc(Cl)cc4)C(c4ccc(Cl)cc4)C3)cc2)n1 (stereo unspecified)	46
CNC(=O)Oc1ccc2ccccc2c1	81
O=C1NN(c2ccccc2)C(=O)/C1=C\c1ccccc1	102
O=C(O)C1CCC(c2ccccc2)=N1 (stereo unspecified)	99

Bioassay records as filed in PubChem BioAssay.

An excerpt. The share of hits here may be higher or lower than overall.
